Screening results: PubChem, National Center for Advancing Translational Sciences (NCATS)
BRCA1 expr up: activators of BRCA1 expression | MCF7-BRCA1-FFLuc reporter, luminescence, 48 h; response scale: scaled: vehicle 0%, 10 µM genistein 100% | Potency, µM (titrated, usually from 46.1 µM), for the others: top-dose activation, usual class: activators | 1.1% of 380,000 active; active = well fitted activation curve with a large enough effect; also: nearly all actives have a fitted effect of over 80% in size; some results filed as inactive show a strong effect at the top dose
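Luminescence from a BRCA1-driven firefly luciferase in MCF7 cells was read after 48 h compound exposure at 37 C. Data normalized against DMSO and a 10microM genistein activation control, then curve-fitted across the titration.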
The depositor's hits bear a star; & = joins results of further samples. Potency is read from the fitted curve at half-maximal effect.

SMILES | BRCA1 expr up
Cc1ccc(OCC(=O)Nc2cc(-c3nc4ccccc4[nH]3)ccc2C)c(C)c1 | 4.4%
Cc1ccc2nc(SCc3nc(-c4ccc(Cl)cc4)no3)[nH]c2c1 | -0.7%
Nc1nc(NCc2ccc(Cl)c(Cl)c2)c2[nH]cnc2n1 | -0.3%&0.0%
CC1=C(C(=O)N2CCOCC2)CC(CC(=O)NC(c2ccccc2)c2ccccc2)C(=O)N1CCC1=CCCCC1 (stereo not given) | -6.3%
O=c1[nH]c(=S)[nH]c2c1C(c1ccccc1)OC(C1CCCCC1)C2 (stereo not given) | 10.8%
c1ccc(COc2cccc(-c3cc4nc(NCc5ccc6c(c5)OCO6)ccn4n3)c2)cc1 | -30.3%
c1ccc(N2CCN(Cc3cccn3-c3nnc(N4CCN(C5CCCCC5)CC4)s3)CC2)cc1 | 5.8%
O=C(c1cnn(-c2ccc(F)cc2)c1-n1cccc1)N1CCN(c2cccc(Cl)c2)CC1 | -3.2%
COc1ccc(Nc2ncnc3onc(C)c23)c(OC)c1 | -17.1%
CN(C)c1ccc(-c2ccnc3c2CC(C)(C(=O)Nc2cccc(Oc4ccccc4)c2)O3)cc1 (stereo not given) | 8.0%
COc1ccc(OC)c(NC(=O)C2(C)CCN2Cc2ccccc2OC(F)F)c1 (stereo not given) | 0.0%
COc1ccc(-c2cnc(NCc3ccc(C)cc3)n2C)cc1 | 1.6%
CCNC(=O)C1(C)CCCN1C(=O)c1cc(OC)c(OC)c(OC)c1 (stereo not given) | 0.0%
CC(=O)Nc1ccc(NC(=O)C2(C)Cc3c(-c4ccc5c(c4)OCO5)ccnc3O2)cc1 (stereo not given) | -7.9%
CC(=O)OC(C(=O)Nc1nncs1)c1ccccc1 (stereo not given) | 5.0%
Cc1c(Cl)cccc1NC(=O)CSc1nc(=O)n(Cc2cccnc2)c2c1CCC2 | 0.0%
CCCCC(=O)N(C)c1c(C)nc2ccc(C(=O)N3CCN(S(=O)(=O)CC)CC3)cn12 | 11.6%
Cc1ccc(-n2ccnc(NCCc3ccc(S(N)(=O)=O)cc3)c2=O)cc1C | 1.7%
OC[C@@H]1CN(Cc2ccccc2)C[C@H](n2cnc3c(NCc4ccc(F)cc4)ncnc32)O1 | 11.0%
CCC(CC)C(=O)Nc1ccc2nc(SCc3ccccc3)sc2c1 | 2.6%
COc1ccc(NC(=O)N2CCN(Cc3nc4ccc(C)cc4o3)CC2)cc1OC | -4.8%
CC1(C(=O)NCc2ccccc2Br)CCN1Cc1c(F)cccc1F (stereo not given) | -6.4%
CCOc1ccc(S(=O)(=O)N(CC(=O)NCc2ccccc2OC)c2ccccc2)cc1 | -45.5%
Cc1ccc(C)c(Cn2c(=O)n(Cc3ccc(C(=O)NC4CCN(Cc5ccccc5)CC4)cc3)c(=O)c3ccccc32)c1 | 8.7%
COc1cc2c(cc1NC(=O)c1ccccc1C)n(C)c(=O)n2C | -30.0%
COc1ccc(CNCc2ccccc2)cc1COc1ccc(NC(C)=O)cc1 | 0.0%
Cc1ccc(-c2nc(-c3cc4cccc(OCc5ccccc5F)c4oc3=O)no2)cc1 | 26.9%
COC(=O)COc1ccc(-c2nnc(Nc3ccc(O)cc3)c3ccccc23)cc1 | -61.9%
O=C(CSc1nnc(-c2ccccc2)o1)c1cccc([N+](=O)[O-])c1 | 0.0%
COC(=O)c1ccc(NS(=O)(=O)c2ccc3[nH]c4c(c3c2)CCCCC4)cc1 | -28.2%
COc1ccc(Cn2c(SCC(=O)NCc3ccccc3)nc3ccccc32)cc1 | 0.0%
O=C1Nc2ccccc2N=C(c2ccc3c(c2)OCO3)C1N(C(=O)c1ccnc2ccccc12)c1ccccc1 (stereo not given) | -44.2%
Cn1c(=O)c2c(nc(Oc3ccccc3)n2Cc2c(Cl)cccc2Cl)n(C)c1=O | 1.1%
Cc1cccc(NC(=O)CSc2nc3ccc(NC(=O)c4ccccc4)cc3s2)c1 | -0.1%
O=C(CNC(=O)c1ccccc1Cl)OCc1cc(=O)n2nc(C3CC3)sc2n1 | 24.1%
Cc1ccc(Cn2cc(CN3CC(N4CCN(Cc5cccc(C)c5)CC4)CS3(=O)=O)nn2)cc1 (stereo not given) | -16.1%
Cc1ccc(-n2c(SCC(=O)Nc3cccc(F)c3)nc3c(oc4ccccc43)c2=O)cc1C | 13.8%
Clc1ccc(C(c2ccccc2)c2c[nH]c3ccccc23)s1 (stereo not given) | -35.3%
CCCc1nc2ccc(C)cn2c1Cc1ccc(OC)cc1C | 12.1%
CC(C)CCNC(=O)C1(C)CCN1Cc1ccc2ccccc2c1 (stereo not given) | -13.4%
Cc1nc2c(C(=O)NCCc3ccc(Cl)cc3)c[nH]n2c(=O)c1Cc1ccccc1F | 5.4%
CC1=C(C(=O)N(C(C)C)C(C)C)CC(CC(=O)NC(c2ccccc2)c2ccccc2)C(=O)N1Cc1ccc(F)cc1 (stereo not given) | -3.6%
COC(=O)c1cccc(OCCCN2CCC(C(O)(c3ccccc3)c3ccccc3)CC2)c1 | -31.3%
COc1ccccc1Cc1c(-c2ccc(Cl)cc2)nc2c(C)cc(Br)cn12 | -19.6%
O=C(NCc1ccc(Br)cc1)OC1CC2CC1[C@H]1CCCCN1C2=O (stereo not given in full) | 16.6%
CC(C)(C)C(=O)OCc1cc(=O)n2nc(C3CCCCC3)sc2n1 | 11.7%
CC1(C(=O)Nc2cccc3c2CCCC3)CCN1C(=O)c1cccc(F)c1 (stereo not given) | -6.9%
O=C(CC[C@H]1O[C@@H](n2ccc(=O)[nH]c2=O)[C@H](O)[C@@H]1O)NCCc1c[nH]c2ccccc12 | -0.1%
COc1ccc(OC)c(NC(=O)C2(C)CCN2Cc2cccc(OC)c2OC)c1 (stereo not given) | -13.1%
COc1ccc(Cl)cc1N(C)C(=O)Cn1cnc2sc(C)c(S(=O)(=O)N3CCN(c4ncccn4)CC3)c2c1=O | -4.0%

The closing six records of the section above are carried over, then new ones follow.
SMILES | BRCA1 expr up
O=C(NCc1ccc(Br)cc1)OC1CC2CC1[C@H]1CCCCN1C2=O (stereo not given in full) | 16.6%
CC(C)(C)C(=O)OCc1cc(=O)n2nc(C3CCCCC3)sc2n1 | 11.7%
CC1(C(=O)Nc2cccc3c2CCCC3)CCN1C(=O)c1cccc(F)c1 (stereo not given) | -6.9%
O=C(CC[C@H]1O[C@@H](n2ccc(=O)[nH]c2=O)[C@H](O)[C@@H]1O)NCCc1c[nH]c2ccccc12 | -0.1%
COc1ccc(OC)c(NC(=O)C2(C)CCN2Cc2cccc(OC)c2OC)c1 (stereo not given) | -13.1%
COc1ccc(Cl)cc1N(C)C(=O)Cn1cnc2sc(C)c(S(=O)(=O)N3CCN(c4ncccn4)CC3)c2c1=O | -4.0%
CCNc1nc(OC)nc(Oc2ccc(=O)[nH]n2)n1 | 9.9%
Cc1ccc(-c2nc3ccccn3c2Nc2ccc(F)cc2)o1 | 23.2%
CC1(C(=O)Nc2ccc(Cl)cc2)Cc2c(-c3cccc(C(N)=O)c3)ccnc2O1 (stereo not given) | -49.7%
CCc1nc2ccc(C(=O)NCCN3CCNC3=O)cn2c1N(C)Cc1ccc(OC)cc1 | -0.5%
C[n+]1ccc(/C=C/c2cc[n+](C)c3ccccc23)c2ccccc21 | -70.1%
COc1cccc(C(=O)Nc2ccccc2-c2nnc(-c3cccc(OC)c3)o2)c1 | 5.4%
COc1ccc(C(C)(NC(C)=O)c2nc(-c3ccc(F)cc3OC)cs2)cc1 (stereo not given) | -6.0%
CCCCNC(=O)CCCn1c(=O)c2ccccc2n(Cc2c(C)cc(C)cc2C)c1=O | 1.7%
CC(=O)Nc1cccc(-c2csc(C(O)c3ccc(F)c(F)c3)n2)c1 (stereo not given) | -26.7%
Cc1ccc(F)cc1C(=O)N1CCC1(C)C(=O)O (stereo not given) | 0.2%

Given with tabs: entries from further up
structure	BRCA1 expr up
COc1cccc(C(=O)Nc2ccccc2-c2nnc(-c3cccc(OC)c3)o2)c1	5.4%
COc1ccc(C(C)(NC(C)=O)c2nc(-c3ccc(F)cc3OC)cs2)cc1 (stereo not given)	-6.0%

(further entries)
SMILES | BRCA1 expr up
COc1cc(OC)c(/C=C/c2ccncn2)c(OC)c1 | 6.3%
COCCCn1c(=N)c(C(=O)NCc2cccnc2)cc2c(=O)n3cc(C)ccc3nc21 | 5.7%
O=C(CC[C@H]1O[C@@H](n2ccc(=O)[nH]c2=O)[C@H](O)[C@@H]1O)NC1CCN(Cc2ccccc2)C1 (stereo not given in full) | 13.5%
Cc1ccc(Nc2c(-c3ccc(N4CCOCC4)cc3)nc3ccc(Cl)cn23)cc1 | -4.3%
CC(=O)Nc1ccc2nc(SCCOc3ccccc3)sc2c1 | -0.1%
CCCOc1cccc(C(=O)Nc2cccc(-c3nc4ncccc4o3)c2C)c1 | 3.4%
COCCn1c(=O)[nH]c2cc(C(=O)Nc3ccc(OC)cc3)ccc2c1=O | 12.8%
Cc1ccc(CNC(=O)[C@H]2O[C@@H](n3ccc(N)nc3=O)[C@H](O)[C@@H]2O)o1 | 7.2%
CCOc1ccc(C(=O)c2cn(CC(=O)Nc3ccc(OC)cc3)c3cc4c(cc3c2=O)OCCO4)cc1 | 27.9%
Cc1nc2c(OCc3cccc(Cl)c3)cccn2c1N(C)CC1CC1 | -46.1%

Reprinted at random: two entries already listed, in no set order.
SMILES | BRCA1 expr up
COc1cc(OC)c(/C=C/c2ccncn2)c(OC)c1 | 6.3%
CCOc1ccc(C(=O)c2cn(CC(=O)Nc3ccc(OC)cc3)c3cc4c(cc3c2=O)OCCO4)cc1 | 27.9%

Later entries
SMILES | BRCA1 expr up
COc1cccc(-c2cccc3c2NC(=O)C3(C)Cc2ccccc2F)c1 (stereo not given) | 0.0%
O=C(Nc1ccc2c(c1)OCO2)c1cc(C2CCCCN2C(=O)OCCF)on1 (stereo not given) | 5.5%
O=C(/C=C/[C@H]1O[C@@H](n2cnc3c(NC(=O)c4ccccc4)ncnc32)[C@H](O)[C@@H]1O)NCC(c1ccccc1)c1ccccc1 | 3.3%
Cc1oc2ncn(C)c(=O)c2c1C(=O)N1CCN(c2ccccc2F)CC1 | 6.0%
Cc1cccc(C)c1NC(=O)c1ccc2sc([C@@H]3O[C@H](CO)[C@H](O)[C@H](O)[C@H]3O)nc2c1 | 16.6%
OC[C@@H]1CN(Cc2ccc3c(c2)OCO3)C[C@H](n2cnc3c(NC4CC4)ncnc32)O1 | 12.3%
Cc1c(C(=O)NCc2ccc3c(c2)OCO3)sc(=O)n1Cc1ccc(S(=O)(=O)N(C)C)cc1 | -18.4%
Cc1cc(C)c2oc(-c3cccc(NC(=O)c4cccc(F)c4)c3C)nc2c1 | 8.8%
Cc1cc(C(=O)N2CCC2(C)C(=O)Nc2cccc3c2CCCC3)nn1C (stereo not given) | 5.7%
Cc1ccc(-c2nc3c4ccccc4ccn3c2Cc2cccc(Cl)c2)cc1 | -31.6%
COc1ccc(C(N)c2csc(Nc3ncccn3)n2)cc1 (stereo not given) | 0.0%
CCc1ccc2c(c1)NC(=O)C2(C)Cc1ccc(Cl)s1 (stereo not given) | -37.1%
CCc1nc2ccc(C(=O)NCCN3CCOCC3)cn2c1N(CC)CCOC | 25.0%
CC(C)N1CCC1(C)C(=O)Nc1nc2ccccc2[nH]1 (stereo not given) | 8.5%
CC(C)(C)c1ccc(C(=O)N2CCC2(C)C(=O)NS(=O)(=O)c2ccccc2Cl)cc1 (stereo not given) | -0.5%
CC(C)NC(=O)C1(C)CCCCN1Cc1ccc(OCc2ccccc2)cc1 (stereo not given) | -6.1%
O=C(Nc1cccc(F)c1F)C1CCN(c2ncccn2)CC1 | 1.9%
O=C(NCc1ccccc1)C1c2ccccc2OCC(=O)N1C1CC1 (stereo not given) | 0.7%
COc1ccccc1NC(=O)Cn1c(=O)n(Cc2ccccc2)c(=O)c2c1c1cc(C)ccc1n2C | -3.7%
COc1ccc(CNC(=O)CN2C(=O)CSc3ccc(S(=O)(=O)N(C)C)cc32)cc1 | 5.9%
COc1cc(NC(=O)Cn2c(=O)n(CC3CCC(C(=O)NCCc4ccccc4)CC3)c(=O)c3ccccc32)cc(OC)c1 (stereo not given) | 0.0%
Cc1ccc2c(c1)c(=O)c(S(=O)(=O)c1ccc(C)c(C)c1)cn2CC(=O)Nc1ccccc1 | -1.7%
CC1=Nc2cc(C(=O)NC3CCCC3)ccc2Sc2ccc(C)cc21 | -21.0%
CCc1nc2ccc(C(=O)Nc3ccc(OC)c(OC)c3)cn2c1N(C)CCC(C)C | -30.6%
Cc1ccccc1NC(=O)[C@H](CSCc1ccccc1)N1Cc2ccccc2C1=O | -20.8%
NC(Cc1ccccc1)c1csc(Nc2ccc(C(F)(F)F)cn2)n1 (stereo not given) | -20.9%
Cc1ccccc1-c1noc(CCC(=O)Nc2cccc(C)c2C)n1 | -1.6%
COCCCNC(=O)C1CCN(c2cc(C)nc3c(-c4ccc(OC)c(OC)c4)c(C)nn23)CC1 | 4.2%
Cc1ccc(C)c(CN2C(=O)C(O)(c3c[nH]c4ccccc34)c3ccccc32)c1 (stereo not given) | -18.7%
COc1ccc(CCNC(=O)Cn2ncc3c(=O)oc4ccccc4c32)c(OC)c1 | 11.6%
CC(N)c1csc(Nc2nccc(C(F)(F)F)n2)n1 (stereo not given) | -16.6%
CC1(C)CCC(c2ccc(Cl)cc2)=C(CN2CCN(c3ccc(C(=O)NS(=O)(=O)c4ccc(N[C@H](CCN5CCOCC5)CSc5ccccc5)c(S(=O)(=O)C(F)(F)F)c4)cc3)CC2)C1 | -38.1%
COc1cccc(S(=O)(=O)Nc2ccc(C(O)(C(F)(F)F)C(F)(F)F)cc2)c1 | -5.7%
CCc1nc2ccc(C(=O)N3CCCC(C(N)=O)C3)cn2c1N(C=O)CC (stereo not given) | 13.4%
O=C(Nc1cccc(S(=O)(=O)N2CCCC2)c1)[C@H]1C[C@H](O)[C@@H](CO)O1 | 25.1%
Ic1ccc(Nc2nc(NCCN3CCOCC3)nc(N3CCCC3)n2)cc1 | -32.5%
CC(=O)NC(c1cccc(F)c1)c1nc(-c2cccc(C(C)C)c2)cs1 (stereo not given) | -10.9%
C[C@H]1CN([C@@H](C)CO)C(=O)CCCn2cc(nn2)CO[C@@H]1CN(C)C(=O)OCc1ccccc1 | 0.0%

This is a subset. The share of hits here may be higher or lower than overall.
